# From PubChem
# tim23-1 inh: tim23-1 yeast growth inhibition; S. cerevisiae tim23-1 growth, BacTiter-Glo luminescence, 24 h; inhibition, % at 20 µM; 330,000 compounds, 1.3% hits;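 active means growth inhibition of the mutant yeast at or above 50%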;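 further: temperature-sensitive mutant grown at 25 °C; plate controls were DMSO-treated mutant yeast for no effect and medium wells lacking yeast for full effect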
# TIM10 inh: inhibits growth of TIM10 yeast strain. S. cerevisiae TIM10 strain growth, BacTiter-Glo luminescence, 24 h. inhibition, % at 10 µM. 330,000 compounds, 1.4% hits. AID 463195;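 active means inhibition of 40% or more at the single tested concentration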;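 further: wild-type TIM10 isogenic control strain grown at permissive 25 °C; 0% = DMSO yeast wells and 100% = minimal medium wells without yeast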
# APJ antag: antagonists of human APJ apelin receptor; P35414; CHO-K1 APJ beta-arrestin complementation, luminescence; inhibition, % at 20 µM; 330,000 compounds, 0.32% hits; AID 2521;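 active means inhibition above about 40% at 20 µM, limit read from the data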;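 further: cells challenged with 10 nM apelin-13 agonist together with compound; plate controls were apelin-13 plus DMSO wells for no effect and DMSO wells lacking apelin-13 for full effect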
# Target sequence (P35414 whole entry, looked up): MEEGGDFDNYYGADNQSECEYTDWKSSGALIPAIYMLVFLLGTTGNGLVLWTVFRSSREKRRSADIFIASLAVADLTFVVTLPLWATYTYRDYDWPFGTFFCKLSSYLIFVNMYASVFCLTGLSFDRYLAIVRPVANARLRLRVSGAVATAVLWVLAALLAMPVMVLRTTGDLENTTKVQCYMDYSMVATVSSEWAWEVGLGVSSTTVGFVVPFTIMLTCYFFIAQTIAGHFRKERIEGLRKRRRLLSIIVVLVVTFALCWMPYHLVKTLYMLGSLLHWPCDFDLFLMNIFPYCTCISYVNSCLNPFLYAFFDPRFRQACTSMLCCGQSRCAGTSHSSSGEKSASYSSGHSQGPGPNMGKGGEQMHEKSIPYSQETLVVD
# tim10-1 inh: tim10-1 yeast growth inhibition. inhibition, % at 20 µM. S. cerevisiae tim10-1 ts strain growth, BacTiter-Glo, 24 h. 330,000 compounds, 2.2% hits;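 active means inhibition of at least 40%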;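 further: mutant grown at 25 °C; 0% = DMSO wells with yeast and 100% = wells holding no yeast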
# CHOP UPR activ: apoptotic UPR (CHOP) activation; CHO-CHOP luciferase reporter, luminescence; percent of tunicamycin response over DMSO baseline; activation, % at 10 µM; 330,000 compounds, 0.34% hits; AID 449763;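 active means at 10 µM dose, activation of 40% or more, normalized to positive control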;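 further: 100% = tunicamycin at 10 µg/mL and 0% = DMSO alone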
#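 Test system: CHO-CHOP cells, stable luciferase reporter of PERK-eIF2a-CHOP signalling | Quantity: 500 CHO-CHOP cells per well | Buffer or medium: F12 plus 10% serum | Compound dosing: 10 µM single point, 0.5% DMSO | Schedule: 6 h compound treatment, 37 °C | Signal: Luciferase luminescence | Control set: Tunicamycin high control, DMSO low control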
# CXCR6 block: inhibitors of human CXCR6 receptor; CHO-K1 PathHunter CXCR6 beta-arrestin, luminescence; AID 602244; O00574; inhibition, % at 20 µM; 360,000 compounds, 0.36% hits; in the data active means inhibition above about 34%, passing the limit was not always enough;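 further: antagonist mode with CXCL16 agonist at 10 nM final; 0% = 10 nM CXCL16 with DMSO and 100% = unstimulated wells without agonist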
# Target sequence (O00574 whole entry, looked up): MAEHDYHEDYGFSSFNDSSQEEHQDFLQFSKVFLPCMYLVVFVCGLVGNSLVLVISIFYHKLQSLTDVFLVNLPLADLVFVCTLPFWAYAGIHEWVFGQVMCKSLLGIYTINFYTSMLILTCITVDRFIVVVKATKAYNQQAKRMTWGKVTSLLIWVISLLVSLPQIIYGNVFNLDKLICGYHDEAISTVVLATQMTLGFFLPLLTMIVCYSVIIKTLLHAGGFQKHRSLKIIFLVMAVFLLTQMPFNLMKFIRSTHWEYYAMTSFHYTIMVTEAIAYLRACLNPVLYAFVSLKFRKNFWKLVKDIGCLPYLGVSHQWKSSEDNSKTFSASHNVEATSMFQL
# UPR XBP1 act: adaptive UPR (XBP1) activation. CHO-XBP1 luciferase reporter, IRE1-XBP1 UPR activation, luminescence; percent of tunicamycin response, DMSO as zero. activation, % at 20 µM. 330,000 compounds, 0.33% hits;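 active means versus positive control, 20 µM dose yields 30% or more activation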;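 further: 100% = tunicamycin at 10 µg/mL and 0% = DMSO only wells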
#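 Assay system: CHO-XBP1 luciferase reporter cells; Schedule: 6 h treatment, 37 °C; Detection: glow luminescence from Steady-Glo reagent; Benchmarks: high control tunicamycin 10 µg/mL final, low control DMSO vehicle only.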
# Mdm2 MdmX PPI: inhibitors of human Mdm2/MdmX interaction. 330,000 compounds, 3% hits. inhibition, % at 8 µM. SaOS-2 split-luciferase Mdm2/MdmX complementation, luminescence. AID 485346. O15151+Q00987;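 active means inhibition of at least 50% at 8 µM in the primary screen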
# APJ agonist: agonists of human APJ apelin receptor; P35414; activation, % at 20 µM; 330,000 compounds, 0.11% hits; AID 2520; CHO-K1 APJ PathHunter beta-arrestin, luminescence; 0% DMSO wells, 100% apelin;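 active means activation more than six SD over the plate average, tested at 20 µM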;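 further: 0% = DMSO alone and 100% = apelin-13 at 10 nM; some results filed as inactive read as strong as hits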
#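 Test system: CHO-K1 APJ beta-arrestin complementation cell line | Compound: Single test compound dose, 20 µM final, 1% DMSO | Incubation: Compound 90 min 25 °C, reagent 1 h | Measured by: beta-gal luminescence | Read-out basis: APJ–arrestin association signal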
# Numbers without * were called inactive; . = no result given.
SMILES,tim23-1 inh,TIM10 inh,APJ antag,tim10-1 inh,CHOP UPR activ,CXCR6 block,UPR XBP1 act,Mdm2 MdmX PPI,APJ agonist
c1ccc(N2CCN(Cc3nnnn3C3CCCCC3)CC2)cc1,33,24,-1,30,-1.0,-13,-4,-4,1
OCC[C@H]1C[C@H](O)[C@@H](O)[C@@]2(CCc3ccccc3O2)O1,-3,-1,5,-6,-4.2,-5,-1,18,-1
O=C(Nn1c(SCc2ccccc2F)nc2ccsc2c1=O)c1ccccc1,21,11,-4,9,-2.9,0,-2,1,-3
CCOc1ccc(NC(=O)CN(C)S(=O)(=O)c2cccc3cccnc23)cc1,11,-4,16,4,-1.1,-2,-3,16,1
OCCNC(=S)Nc1ccc(Oc2ccccc2)cc1,6,3,11,13,-1.1,9,1,6,2
O=C(c1ccc2c(c1)OCCO2)C1CCN(C(=O)Nc2ccccc2F)CC1,12,-9,-10,-3,0.9,-4,-2,-12,0
O=C(Cc1c[nH]c2ccccc12)Nc1nnc(C2CC2)s1,3,6,11,4,-2.1,-3,-2,79*,-2
c1ccc2c(c1)Cc1cc3ccccc3nc1-2,14,-19,3,-2,2.3,-17,-2,-143,-1
O=C(CSc1ccsc1[N+](=O)[O-])N1CCN(c2ccccc2)CC1,-6,-1,-2,-11,2.0,4,-2,15,3
O=C1Nc2ccccc2N(O)N1c1ccc(S(=O)(=O)N2CCCCCC2)cc1,15,12,-2,-5,-2.5,-5,-5,-14,-3
O=C(Nc1ccc2c(c1)OCO2)C1CC(c2cccc(Br)c2)=NO1 (stereo unspecified),5,-2,11,0,-1.0,0,-4,16,1
CCC(C)(C(=O)NC1CCCCC1)N(CC1CCCO1)C(=O)c1ccccn1 (stereo unspecified),15,-8,12,2,-1.2,-1,0,-14,-3
Cc1ccc(C2N(c3ccccc3)C(=O)N3CCCN23)cc1 (stereo unspecified),31,5,-11,11,-1.3,5,1,-4,-5
COCCCn1[nH]c2c3c(ccc2c1=O)C(=O)c1ccccc1C3=O,41,42*,-10,33,7.5,18,0,7,-2
CCN1C(=O)c2cccc3c(NC(=O)C(C)(C)C)ccc1c23,-5,-12,-8,-14,1.6,-5,-1,17,1
COc1ccc2cc(-c3ccsc3)ncc2c1,34,-3,9,14,4.9,-4,1,-200,0
Cc1ccc(S(=O)(=O)N2CCCCC2)cc1C(=O)N1CCN(c2ccccn2)CC1,26,-13,-9,18,-0.8,-6,2,10,-3
COc1ccc(S(=O)(=O)N(C)c2ccc(C(=O)Nc3cccnc3)cc2)cc1,15,4,-4,4,-0.8,-4,-6,20,0
Cc1ccccc1NC(=O)C1(C)Cc2ccccc2C(=O)O1 (stereo unspecified),6,-1,-3,29,1.0,-4,-2,9,-4
Cc1ccc(NC(=O)C2CC2C)cc1S(=O)(=O)N1CCOCC1 (stereo unspecified),23,10,-17,11,-0.5,1,-1,-9,-5
Nc1ccccc1SCC(=O)Nc1cccc2ccccc12,7,-6,-26,8,1.9,-2,2,-9,2
CSc1ccccc1OCc1cc(C(=O)NC(C)c2cnn(C)c2)no1 (stereo unspecified),26,18,1,23,2.7,3,2,-18,0
NS(=O)(=O)c1ccc(CCNCC#Cc2ccccc2)cc1,13,2,-7,6,0.3,4,0,-9,-1
CCOc1ccc(C(=O)Nc2ccc(S(=O)(=O)Nc3nccc(C)n3)cc2)cc1OCC,3,-9,10,0,0.1,-1,0,18,-2
CC(=O)Nc1ccc(N(C(=O)c2cnccn2)C(C(=O)NC2CCCCC2)c2ccc(F)cc2)cc1 (stereo unspecified),17,-2,18,17,0.3,-2,-7,19,-4
Cc1nn(-c2ccccc2)c(C)c1-c1cc(C(=O)N/N=C/c2cccnc2)[nH]n1,2,19,-4,6,-0.3,.,1,-20,1
Cc1c(C(=O)/C=C/c2cccs2)oc2ccc(F)cc12,31,30,-1,45*,4.4,1,2,-110,-5
O=C(NC1CCCC1)c1n[nH]c2ccccc12,1,-8,-14,-10,16,-3,-2,-44,-3
COc1ccc(/C(C)=N/NC(=O)c2nnn(-c3nonc3N)c2CN(C)c2ccccc2)cc1,8,2,5,26,-1.8,6,2,50*,1
COc1ccc(N2CCN(c3nc4c(C)cccn4c(=O)c3/C=C(\C#N)C(N)=O)CC2)cc1,25,2,5,26,-0.6,8,0,10,0
O=C(COC(=O)/C=C/c1ccccc1Cl)NCc1ccco1,9,-20,-8,18,2.0,2,-3,16,-1
O=C(Nc1nnc(S(=O)(=O)N2CCOCC2)s1)c1ccccc1Br,2,-5,12,-5,-1.9,-1,0,22,-2
c1ccc2c(c1)CCCN2c1nc2ccccc2n2cnnc12,10,-7,-58,21,-1.6,-11,-2,17,-4
CCOC(=O)C(=O)Nc1ccc2c(c1)OCO2,9,7,10,0,-0.8,-3,0,-9,-3
COc1nn(C(C)C(=O)N2N=C(C(F)F)CC2(O)C(F)F)cc1[N+](=O)[O-] (stereo unspecified),4,-5,9,8,-2.0,-2,0,-2,-4
Cc1nc2ccc(NC(=O)c3cccc(S(=O)(=O)N4CC(C)OC(C)C4)c3)cc2s1 (stereo unspecified),8,7,8,10,4.2,-10,-3,17,0
COc1ccc(S(=O)(=O)NC(C)C(=O)NC2CC2)cc1C (stereo unspecified),-1,3,-8,-21,1.4,4,1,13,-8
NC(=O)Cc1nc(-c2ccccc2)cs1,12,-11,-1,16,-0.6,1,-1,-8,-3
CCC(=O)N1CCN(c2ccnc3cc(Cl)ccc23)CC1,2,14,1,2,0.7,0,1,5,-1
CC(=O)c1cc(-c2nc3ccccc3n2C)n(C)c1,7,5,0,7,-1.4,-1,-2,-5,-1
NC(=O)c1ccc(NC(=O)c2cc(S(=O)(=O)N3CCCCC3)ccc2N2CCOCC2)cc1,-5,0,2,-5,0.8,4,-1,9,-2
Cc1cccc(NC(=O)C(=O)NCC2CCCO2)c1 (stereo unspecified),5,12,2,15,6.3,1,0,-60,0
NC(=O)c1c(NC(=O)COC(=O)c2ccc(O)c(Cl)c2)sc2c1CCCC2,6,4,5,2,2.0,-3,-1,15,-4
Cc1cccc(N2C(=O)CN(Cc3cccs3)C2=S)c1,45,33,-4,42*,-1.9,-10,0,22,-1
O=C1C2CC=C(Cl)CC2C(=O)N1CC1Cc2ccccc2CO1 (stereo unspecified),17,5,11,19,-0.2,-1,0,-1,-4
COC(=O)c1sc(NC(=O)c2cc(C)on2)nc1C,28,1,17,-2,5.4,4,-3,15,-1
O=C(NCCCNC(=O)C(F)(F)C(F)F)C(F)(F)C(F)F,12,-10,-29,2,-0.4,0,-2,-49,6
CCOC(=O)c1sc(NC(=O)CN(CC(C)C)CC(C)C)c(C(=O)OCC)c1C,4,1,-3,-4,8.5,10,1,61*,-1
Cc1cc(-c2ccc(C(=O)O)s2)cnc1N,11,4,3,11,3.9,-3,-1,6,-3
CCOc1cc2[nH]c(=S)n(CCN3CCCCC3C)c(=O)c2cc1OCC (stereo unspecified),15,9,-3,6,0.2,2,-1,16,8

# Next section:
SMILES,tim23-1 inh,TIM10 inh,APJ antag,tim10-1 inh,CHOP UPR activ,CXCR6 block,UPR XBP1 act,Mdm2 MdmX PPI,APJ agonist
Cc1cnc(NC(=O)C2CC(=O)N(c3ccc4c(c3)OCCO4)C2)s1 (stereo unspecified),11,-4,1,10,-1.7,-2,-4,22,-5
O=C(NC(=S)N1CCN(c2ccc(F)cc2)CC1)c1cccs1,26,31,17,35,2.3,30,-1,1,-4
CCOC(=O)C(CC(=O)O)NCc1ccco1 (stereo unspecified),0,2,12,-11,1.2,3,-2,23,1
CCC(=O)N(Cc1cc(=O)[nH]c2ccccc12)c1ccc(OC)cc1,10,-9,15,12,-0.3,-6,5,1,-1
CCCOc1ccc(C(=O)Nc2ccccc2[N+](=O)[O-])cc1,14,8,-16,16,5.0,2,-2,-126,4
COc1ccccc1C(=O)NNC(=O)c1cccc(O)c1,-3,3,15,-6,1.5,-3,-3,-24,-4
Cn1ccc(-c2ccccc2)c(C#N)c1=O,-1,13,-1,5,-0.6,-5,0,-5,-5
N#C/C(=C(/O)CN1CCCCC1)c1nc(-c2ccc(Cl)cc2)cs1,-6,1,5,8,1.9,3,3,-12,-2
CN(C)S(=O)(=O)c1cccc(NC(=O)COc2ccc3ccccc3c2)c1,33,14,-9,35,-0.1,-6,-1,-19,0
CSc1ccccc1NC(=O)c1ccccn1,7,0,11,-7,1.8,2,3,12,-3

# Laid out differently: 2 of the compounds above.
O=C(NC(=S)N1CCN(c2ccc(F)cc2)CC1)c1cccs1
- tim23-1 inh: 26
- TIM10 inh: 31
- APJ antag: 17
- tim10-1 inh: 35
- CHOP UPR activ: 2.3
- CXCR6 block: 30
- UPR XBP1 act: -1
- Mdm2 MdmX PPI: 1
- APJ agonist: -4
CCCOc1ccc(C(=O)Nc2ccccc2[N+](=O)[O-])cc1
- tim23-1 inh: 14
- TIM10 inh: 8
- APJ antag: -16
- tim10-1 inh: 16
- CHOP UPR activ: 5.0
- CXCR6 block: 2
- UPR XBP1 act: -2
- Mdm2 MdmX PPI: -126
- APJ agonist: 4

# (listing goes on)
SMILES,tim23-1 inh,TIM10 inh,APJ antag,tim10-1 inh,CHOP UPR activ,CXCR6 block,UPR XBP1 act,Mdm2 MdmX PPI,APJ agonist
COc1ccccc1Nc1nc2ccc(C)cc2n2cnnc12,51*,21,-23,32,5.8,-4,12,16,-2
COc1ccc(Oc2nc(-c3ccccn3)ncc2OC)cc1,-24,-13,16,18,-0.4,-1,-3,16,-4
C/C(=N/NS(=O)(=O)c1ccc(C)c(C)c1)c1c[nH]c2ccccc12,0,6,18,-14,1.1,-10,-1,25,-3
COc1ccc(NC(=O)Nc2ccccc2F)c([N+](=O)[O-])c1,-10,-19,4,19,4.8,3,1,-40,2
O=c1ccc2ccccc2n1Cc1cccc(F)c1,15,9,1,-13,0.9,-2,2,23,-5
CN(c1ccc(C(=O)N2CCN(Cc3ccccc3)CC2)cc1)S(=O)(=O)c1ccccc1,24,3,0,0,-1.0,0,2,-1,2
CC1=C(C(=O)NCc2ccccc2)C(c2ccc(C)o2)n2ncnc2N1 (stereo unspecified),6,6,1,9,0.0,8,-3,-14,0
COc1ccc(-c2cc(C(=O)NCCCN3CCCC3=O)c3ccccc3n2)cc1,-26,-20,7,-12,0.3,-3,-1,2,1
O=C(Nc1ccc2sc3ccccc3c(=O)c2c1)c1ccccc1Cl,8,8,-11,5,3.0,12,4,-48,1
Cc1ccnc2ccc(-c3nc4ccccc4o3)cc12,26,34,6,8,0.7,-8,5,-127,-3
CCOc1ccc(S(=O)(=O)N2CCCCC2)cc1NC(=O)CCc1ccc(OC)cc1,0,-2,9,-12,0.3,3,0,4,-3
CC(C)Oc1ccc(C(CC(=O)NCCCN(C)C)c2ccc(F)cc2)cc1 (stereo unspecified),26,-1,4,10,-2.2,-14,-2,16,-3
Cc1ccccc1C(=O)Nc1ccnn1C1CCN(CC2CC=CCC2)CC1 (stereo unspecified),-1,-1,0,13,3.1,8,-3,-18,-10
CCNc1nc(NCC)nc(Oc2ccc(C(=O)OC)cc2)n1,9,-2,0,-1,-1.2,1,0,16,-1
CCN1C(=O)C(=O)N(CC(=O)Nc2ccccc2OC(F)F)C1=O,-5,0,18,-8,-1.2,-5,1,2,-3

# The list is partial; the hit share may differ from the screen's.
